High-throughput results as filed in PubChem BioAssay.
TRHR PAM: qHTS for Small Molecule Agonists and Allosteric Enhancers of Human TRH Receptor: Primary Screen for Enhancers; hit rate 0.66% among 360,000; TRHR cells, fluo-8 calcium fluorescence, EC20 TRH enhancement; enhancement, % at 2 µM; AID 493056, 2011; Thyrotropin-releasing hormone receptor (Homo sapiens), P34981; in the data active means enhancement above about 30%; further: 0% is about no effect
Target sequence (P34981 whole entry, looked up): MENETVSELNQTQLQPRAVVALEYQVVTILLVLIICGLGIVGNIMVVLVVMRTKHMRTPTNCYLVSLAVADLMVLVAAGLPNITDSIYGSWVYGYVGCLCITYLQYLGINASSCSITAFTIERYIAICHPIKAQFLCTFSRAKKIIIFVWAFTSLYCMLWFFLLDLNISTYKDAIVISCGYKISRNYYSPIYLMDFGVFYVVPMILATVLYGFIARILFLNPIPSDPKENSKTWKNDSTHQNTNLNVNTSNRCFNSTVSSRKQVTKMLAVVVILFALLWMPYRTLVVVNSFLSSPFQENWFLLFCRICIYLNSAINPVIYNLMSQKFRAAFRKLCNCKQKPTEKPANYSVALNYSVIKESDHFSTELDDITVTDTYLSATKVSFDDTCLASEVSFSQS
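TRHR-expressing cells loaded with fluo-8 calcium dye were read kinetically (ex 480/em 530) during compound addition, then stimulated with an EC20 of TRH (10 nM final). Enhancement of the Gq-mediated intracellular calcium response was scored.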
D2 agonist: HTS Assay for Allosteric Agonists of the Human D2 Dopamine Receptor: Primary Screen for Agonists. D(2) dopamine receptor (Homo sapiens), P14416. HEK293 T-REx D2 cells, calcium flux agonist mode. activation, % at 2 µM. hit rate 0.53% among 340,000. AID 485358, 2010;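 active means activation over 3 SD above normal in the single-dose calcium agonist read, cut at about 30% in these data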; further: 0% is about no effect
Target sequence (P14416 whole entry, looked up): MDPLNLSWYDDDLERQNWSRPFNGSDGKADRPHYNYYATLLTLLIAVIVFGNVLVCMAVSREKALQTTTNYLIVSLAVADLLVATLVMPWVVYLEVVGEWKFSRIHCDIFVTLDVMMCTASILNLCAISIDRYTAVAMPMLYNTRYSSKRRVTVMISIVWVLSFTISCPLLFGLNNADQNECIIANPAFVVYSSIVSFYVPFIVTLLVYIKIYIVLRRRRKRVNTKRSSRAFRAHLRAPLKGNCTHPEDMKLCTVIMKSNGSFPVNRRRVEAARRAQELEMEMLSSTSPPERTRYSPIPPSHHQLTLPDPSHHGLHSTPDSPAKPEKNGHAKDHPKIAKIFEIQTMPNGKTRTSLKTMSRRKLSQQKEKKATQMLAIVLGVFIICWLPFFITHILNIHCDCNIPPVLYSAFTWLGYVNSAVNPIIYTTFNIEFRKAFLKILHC
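HEK293 Trex D2 cells, tetracycline-induced, o/n 30 C 5% CO2; no-wash Ca dye, RT 30–90 min; 10-cycle baseline, 23 nl cpd added, kinetic Ca read 180 s; agonist hits = positive Ca response.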
TRHR agonist: qHTS for Small Molecule Agonists and Allosteric Enhancers of Human TRH Receptor: Primary Screen for Agonists; TRHR cells, calcium flux fluo-8, FDSS agonist mode; activation, % at 2 µM; hit rate 0.18% among 360,000; AID 493084, 2011; further: 0% is about no effect
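Agonist-mode FDSS calcium read (Ex 480/Em 530, 1 s cycles) in 1536-well TRHR cells with fluo-8 dye, after 10-cycle baseline and 23 nL compound addition; TRH at EC20 (10 nM final) added afterwards for the enhancer phase.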
D2 antagonist: HTS Assay for Allosteric Antagonists of the Human D2 Dopamine Receptor: Primary Screen for Antagonists; D(2) dopamine receptor (Homo sapiens), P14416; HEK293 TREx D2 cells, calcium flux, dopamine EC80; hit rate 2% among 340,000; inhibition, % at 10 µM; in the data active means inhibition above about 30%; further: 0% is about no effect
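Inhibition of EC80 dopamine-driven calcium flux, recorded kinetically, defines activity here; cells are a tetracycline-induced HEK293 T-REx line expressing force-coupled D2.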
D1 agonist: Allosteric Agonists of the Human D1 Dopamine Receptor: qHTS. HEK293 T-REx D1 cells, calcium flux, agonist mode. hit rate 1% among 360,000. D(1A) dopamine receptor (Homo sapiens), P21728. activation, % at 2 µM. AID 504660, 2011; further: 0% is about no effect
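Tetracycline-induced HEK293 TREx D1 cells, force-coupled to calcium signalling, were dye-loaded with a no-wash calcium kit. Compound was pin-added after a 10 s baseline. Fluorescence was read kinetically at 1 cycle/s for 180 s, with calcium rises flagged as agonism.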
D1 antag: Antagonist of Human D 1 Dopamine Receptor: qHTS; D(1A) dopamine receptor (Homo sapiens), P21728; HEK293 TREx D1 cells, calcium flux, dopamine EC80; stronger effect = lower value; activity change, negative = inhibition, % at 10 µM; hit rate 3.2% among 360,000; in the data active means activity change below about -30%; further: on the % scale 0 is the no-effect control and ±100 the full control effect
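Antagonism measured as reduced calcium response to an EC80 dopamine addition following 180 s compound pre-read; cells were inducible HEK293 Trex D1 plated overnight at 30 C, read kinetically at 1 cycle/sec.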
D2 potentiator: HTS Assay for Positive Allosteric Modulators of the Human D2 Dopamine Receptor: Primary Screen for Potentiators | hit rate 0.34% among 340,000 | D(2) dopamine receptor (Homo sapiens), P14416 | HEK293 T-REx D2, calcium flux, EC20 dopamine potentiation | potentiation, % at 10 µM;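 active means potentiation over 3 SD above the plate norm, cut at about 30% in these data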; further: 0% is about no effect
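Primary screen. Calcium kinetics in induced HEK293 T-REx D2 cells: compound pre-addition 180 s, EC20 dopamine, 180 s more.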
RXFP1 antagonist: qHTS Assay for Antagonists of the Relaxin Receptor RXFP1 | HEK293-RXFP1, relaxin-stimulated cAMP HTRF, 30 min; stronger effect = lower value | hit rate 0.59% among 350,000 | activity change, negative = inhibition, % at 57.5 µM | Relaxin receptor 1 (Homo sapiens), Q9HBX9;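 active means activity change of -60% or lower, but not beyond a set lower limit; inconclusive means change between -60% and -40%, or beyond the set limit; inactive means change above -40%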; further: on the % scale 0 is the no-effect control and ±100 the full control effect
D1 potentiator: Potentiators of Human D1 Dopamine Receptor: qHTS; potentiation, % at 10 µM; D(1A) dopamine receptor (Homo sapiens), P21728; hit rate 0.036% among 360,000; HEK293 TREx D1 cells, calcium flux, dopamine EC20 potentiation; in the data active means potentiation above about 30%; further: 0% is about no effect
* marks the source's active call; other numbers are inactive results; u = inconclusive; x = no result given; & = joins results of further samples; ! = not confirmed by another sample. Unless noted, no stated cut-off is given here; in the data, active means activation above about 30%; inactive means the rest.

SMILES	TRHR PAM	D2 agonist	TRHR agonist	D2 antagonist	D1 agonist	D1 antag	D2 potentiator	RXFP1 antagonist	D1 potentiator
CS(=O)(=O)Nc1ccc(C(=O)N2CCN(c3ccccc3F)CC2)cc1	-12	-0.4	0.0	63*	-1	-5	-6	2	0
O=C(NCc1nc2ccccc2[nH]1)C1=C[C@H](c2ccc3c(c2)OCO3)C[C@H](OCc2ccc(CO)cc2)O1	4	-0.1	-0.7	-6	11	25	5	x	-1
COC(=O)Nc1ccc(SCC(=O)c2ccc(Cl)cc2)cc1	-3	0.0	0.5	-8	2	-32*	-1	-31	2
N#Cc1c(NCCN)nc(NCc2ccccc2)c2c1CCN(Cc1ccccc1)C2	6	x	2.4	x	5	0	x	11	1
COc1ccc(C2NC(=O)NC(C)=C2C(C)=O)cc1 (configuration not stated)	8	-0.3	0.7	16	-2	1	1	-1	5
COc1ccc(Br)c(C(=O)Nc2cc3c(cc2N2CCCCC2)n(C)c(=O)c(=O)n3C)c1	-6	-1.5	0.7	x	7	-2	-3	-18	0
COc1ccc([N+](=O)[O-])cc1N(CC(O)CN1CCCCC1)S(=O)(=O)c1ccc(C)cc1 (configuration not stated)	8	0.0	-0.3	1	-1	26	15	-13	0
Cc1noc2ncnc(NCc3ccc(Cl)cc3)c12	-17	1.0	0.3	x	25	-2	5	-8	-3
CCCCC1=CC2=C(c3ccco3)C(=O)C(C)(OC(=O)c3ccc(OC)cc3)C(=O)C2=CN1CCOC (configuration not stated)	-7	x	0.7	x	2	-12	x	x	0
CN(CCOc1cccc(C(F)(F)F)c1)Cc1ccccc1	2	x	-0.9	x	0	x	x	u	-2
O=C(Nc1ccccc1F)C1CCN(S(=O)(=O)c2ccc3c(c2)CCCN3C(=O)C2CCC2)CC1	-4	0.7	0.0	x	1	0	-7	-9	-5
O=C(CCc1ccccc1)Nc1ccccc1F	4	0.1	-0.2	-7	0	-8	-2	-3	2
COc1ccc(-c2cnc(N)nc2-c2ccc(OC)cc2)cc1	3	-1.8	-1.8	3	0	-3	2	-17	-2
COc1ccc(NS(=O)(=O)c2cc(NC(=O)c3cc(=O)c4ccccc4o3)ccc2OC)cc1	34*	-0.5	-0.4	-4	6	-4	10	1	-3
COc1cccc(NC(=O)Cn2c3ccccc3c3nc4n(c(=O)c32)CCS4)c1	2	0.6	-0.1	13	2	-2	2	-9	-1
CCC(C)n1cnc2c(c1=O)c1nc3ccccc3nc1n2-c1ccc2c(c1)OCCO2 (configuration not stated)	-3	-0.1	-1.5	6	0	10	-11	-3	-3
O=C(CC1C(=O)NCCN1C1CCCC1)NCc1cccc(OC(F)(F)F)c1 (configuration not stated)	6	0.7	0.1	-5	4	-12	4	-10	-4
CC(=O)c1cccc(Nc2nc3ccccc3n3cnnc23)c1	15	-1.6	-1.5	-14	0	3	-1	-8	-2
CCN1C(=O)N(CC)c2cccc3cccc1c23	-3	-1.1	-0.3	-10	6	21	-10	5	3
CCN=c1sc(C(=O)OC)cc(=O)n1CC	1	0.7	-0.1	-6	1	19	-5	3	-1
CSc1nnc(NC(=O)c2nc(S(=O)(=O)Cc3ccccc3)ncc2Cl)s1	6	-0.2	0.3	16	0	2	-2	-63*	2
Cn1cc(S(=O)(=O)c2ccccc2)c(=O)c2cc(F)c(N3CCN(c4ccc(F)cc4)CC3)cc21	9	-1.9	-1.2	x	0	2	3	-23	-4
CCOC(CNC(=O)c1nnc(Cc2cc(OC)c(OC)c(OC)c2)o1)OCC	3	0.0	0.2	-2	3	-8	5	-16	-7
COc1ccc(N(CN2C(=O)C3CC=CCC3C2=O)C(=O)c2ccco2)cc1 (configuration not stated)	-2	0.7	-0.1	-12	0	-6	-4	2	-5
Clc1ccc(-c2csc3ncnc(N4CCc5ccccc5C4)c23)cc1	-3	-0.9	0.1	3	-1	-2	-1	-13	-5

More entries:
SMILES	TRHR PAM	D2 agonist	TRHR agonist	D2 antagonist	D1 agonist	D1 antag	D2 potentiator	RXFP1 antagonist	D1 potentiator
CCCCCCC1CCC(C(=O)N2CCOCC2)CC1 (configuration not stated)	-2	0.7	-0.4	12	2	-8	1	5	4
O=C(Nc1ccccc1N1CCCCC1)c1cnccn1	-1	-0.4	0.7	0	6	-1	5	-2	4
O=C(CSc1n[nH]c(=O)n1C1CC1)NCc1ccccc1Cl	3	-1.0	-0.6	-31	2	2	18	-2	0
COc1cc(C2c3c(oc4ccc(C)cc4c3=O)C(=O)N2c2cc(C)ccn2)cc(OC)c1OC (configuration not stated)	13	0.2	0.0	9	5	9	14	x	0
N#C/C(=C\c1ccc(Cl)cc1)c1nc2ncccc2[nH]1	0	0.9	9.2	12	3	9	5	2	7
COc1ccc(-n2ccn(Cc3ccc(C)cc3)c(=O)c2=O)cc1OC	-3	0.1	-0.1	x	-1	-1	-7	8	0
CCOC(=O)N1CCC(=NNS(=O)(=O)c2cccc([N+](=O)[O-])c2)CC1	-15	-0.4	0.6	15	0	x	-6	-2	0
Cc1ccc(OCc2ccc(-c3nc(C#N)c(NCc4ccccc4Cl)o3)o2)cc1	-6	1.2	2.0	x	0	9	8	-11	-1
Cc1ccc(C(=O)N/N=C/c2cc(Br)ccc2O)cn1	-6	-0.5	1.6	-7	4	5	-6	x	-10
O=C(CSc1nnc(SCc2ccc(Cl)cc2)s1)N/N=C/c1ccccc1Cl	0	x	-0.3	x	3	22	x	3	-3
O=C(CCCCCn1c(=O)[nH]c2ccccc2c1=O)NCc1ccccc1	5	0.3	-0.2	x	-1	1	11	-20	-2
COc1ccc2cc(C(=O)Nc3ccc(O)cc3)sc(=O)c2c1OC	1	-0.7	-1.3	-4	-2	-1	-9	x	-10
Cc1ccc(NC(=O)[C@H]2O[C@@H]3OC(C)(C)O[C@@H]3[C@H]3OC(C)(C)O[C@H]32)cc1F	4	-0.3	0.9	x	-2	6	-4	-5	-2
O=C(Nc1ccccn1)C1CCN(S(=O)(=O)c2ccc3c(c2)OCCO3)CC1	-3	0.7	-0.2	-2	2	-14	-3	3	-4
Cc1ccc2c(c1)sc1nc(=O)n(-c3ccc(Cl)c(Cl)c3)c(=O)n12	2&6	1.5&-0.9	0.2&-1.1	4	1&4	-39*!	-3&6	-4&-6	1&-7
Cc1cc(C)nc(NC(=O)c2cccc([N+](=O)[O-])c2)c1	6	-0.9	-0.7	14	0	5	-19	0	0
CCCS(=O)(=O)Nc1cccc(-c2ccc3nnc(C)n3n2)c1	26	-0.1	0.4	3	-3	-10	-4	2	-1
O=C(CCCN1C(=O)c2ccccc2C1=O)NCc1cccnc1	-3	0.4	0.4	9	5	3	4	-6	-2
COc1cc(Nc2c3c(nc4ccccc24)CCCC3)cc(OC)c1OC	-3	-0.4	-1.1	2	0	3	1	-7	-3
COc1cc(OC)cc(-c2c(-c3cccs3)c3cc(-c4cccc5[nH]ccc45)ccc3n2C)c1	2	1.0	0.1	-8	1	x	19	x	-1
O=S(=O)(c1ccc(S(=O)(=O)N(Cc2ccc(F)cc2)C2CCCC2)cc1)N1CCCC1	-2	0.6	0.5	2	1	5	-5	-5	-5
O=C(NCc1ccccc1Cl)c1cc2ccccc2o1	9	-2.2	-1.6	x	34*	-33*	9	-5	-3
COC(=O)c1ccc2c(=O)[nH]c(COC(=O)c3c(-c4ccccc4)noc3C)nc2c1	15	-0.6	0.0	2	1	1	3	-20	-7
COc1ccc(NC(=O)CS(=O)CC(=O)Nc2cccnc2)cc1 (configuration not stated)	-3	1.4	0.2	-19	7	-2	x	-5	-4
CCN1CCN(Cc2nc3c(c(=O)n(C)c(=O)n3C)n2Cc2cccc3ccccc23)CC1	4	1.1	2.4	0	5	-4	7	2	-3

More compounds follow.
SMILES	TRHR PAM	D2 agonist	TRHR agonist	D2 antagonist	D1 agonist	D1 antag	D2 potentiator	RXFP1 antagonist	D1 potentiator
Cc1ccc(OCc2cc(C(=O)NC3CCCCC3)no2)cn1	-16	-1.0	-0.4	16	10	-10	-15	-4	-2
CN(C)S(=O)(=O)n1cc(/C=C(\NC(=O)c2ccccc2Cl)C(=O)N2CCCC2)c2ccccc21	-17	0.3	0.9	-6	4	-15	0	4	4
CC(NC(=O)COc1ccc(Br)cc1)C(=O)O (configuration not stated)	21	-0.6	2.7	-1	5	-1	9	0	-7
CCOC(=O)c1[nH]c2c(c1Cc1ccccc1)C(=O)CC(c1ccc(OC)cc1)C2 (configuration not stated)	-13	-0.6	0.5	x	4	0	-4	-39	0
COc1cc(CNCCc2ccccc2)cc(Cl)c1OCc1ccccc1	9	5.1	-2.1	-4	40*	12	2	-23	17
O=C(CSc1ccccn1)Nc1ccccc1F	3	-0.8	-0.1	10	0	9	-5	x	-2
O=C(CCNS(=O)(=O)c1ccccc1C(F)(F)F)N1CCCCCCC1	3	0.4	1.4	3	1	-1	-3	0	-2
O=C1C(=O)N(C2CCN(C(=O)c3ccccc3Cl)CC2)CCN1Cc1ccc(F)cc1	-1	0.1	0.9	x	2	8	1	-10	-3
CCCCn1nnc(NC(=O)CCC)n1	9	0.1	3.2	-12	2	21	3	5	0
COc1ccc(/C=N\NS(=O)(=O)c2ccc(C)cc2)cc1COc1ccccc1[N+](=O)[O-]	1	-2.5	-0.8	7	3	-3	-6	-9	-5
COc1cccc(C(=O)NNC(=O)C(=O)Nc2ccc(C)c(Cl)c2)c1	-3	0.0	-0.6	10	7	0	2	u	x
CCOc1ccc(C(=O)c2cnc3ccccc3c2N2CCN(CC)CC2)cc1	-5	-0.8	-0.1	4	2	14	-6	4	-2
O=S(=O)(N/N=C\c1c(F)cccc1Cl)c1ccc(Cl)cc1	5	-0.5	0.5	14	2	4	-6	-8	6
CSc1ccc(Cl)c(C(=O)NCCOc2cc(C(C)C)ccc2C)c1	-8	1.2	0.4	-18	13	2	3	-1	-2
